# High-throughput results as filed in PubChem.
# DUSP3 inh = VHR1 phosphatase inhibitors, primary screen, biochemical, absorbance, uHTS. Dual specificity protein phosphatase 3 (Homo sapiens), P51452. recombinant VHR phosphatase, pNPP absorbance. inhibition, % at 13.3 µM. actives 0.52% (n = 290,000). AID 1654, 2009; in the data active means inhibition above about 50%; further: some compounds called inactive have numbers as strong as hits
# Target sequence (P51452 whole entry, looked up): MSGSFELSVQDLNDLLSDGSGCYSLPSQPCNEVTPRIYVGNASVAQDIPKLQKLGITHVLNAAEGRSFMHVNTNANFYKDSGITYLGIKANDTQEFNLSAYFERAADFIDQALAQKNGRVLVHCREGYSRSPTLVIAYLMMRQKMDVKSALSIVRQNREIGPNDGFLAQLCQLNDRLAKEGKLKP
# Vc quorum ag = inducers of Vibrio cholerae quorum light production without autoinducers, primary screen, BH1578 luxS cqsA deficient, single point. V. cholerae BH1578 lux reporter, luminescence, 6 h. activation, % at 18.7 µM. actives 0.16% (n = 350,000). AID 588436, 2011; in the data active means activation mostly above about 9.7%, no sharp cut-off; further: not every result past the cut was called active; inactives centre near 0; reference of the scale not given here
# PriA SSB inh = inhibitors of Klebsiella pneumoniae PriA binding to SSB C-terminal tail, primary screen, biochemical, AlphaScreen | AlphaScreen SSBct-PriA binding, biotinylated peptide | inhibition, % at 33 µM | actives 0.6% (n = 430,000) | PriA–SSB C-terminal tail interaction (Klebsiella pneumoniae) | AID 1272365, 2023; in the data active means inhibition mostly above about 37%, no sharp cut-off; inactive means mostly below about 20%;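 further: plate controls were negative control peptide for no effect and reference peptide for full effect; strong numbers were not always called active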
# MazF activator = activators of E. coli MazEF toxin-antitoxin RNase, primary screen, biochemical, fluorescence, uHTS | Endoribonuclease toxin MazF (Escherichia coli (strain K12)), P0AE70 | FAM/BHQ RNA-DNA oligo cleavage fluorescence, 5 h | activation, % at 20 µM | actives 0.32% (n = 350,000); in the data active means activation above about 50%
# Target sequence (P0AE70 whole entry, looked up): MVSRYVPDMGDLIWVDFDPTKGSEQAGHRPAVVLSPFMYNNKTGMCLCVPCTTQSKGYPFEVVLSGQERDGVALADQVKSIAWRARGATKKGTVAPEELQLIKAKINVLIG
# 3CLpro inhibitor = SARS-CoV 3CLpro protease inhibitors, primary screen, biochemical, quenched FRET; actives 0.14% (n = 290,000); inhibition, % at 6 µM; recombinant SARS-CoV 3CLpro, quenched FRET peptide cleavage; Replicase polyprotein 1ab (Severe acute respiratory syndrome coronavirus), P0C6X7; AID 1706, 2009; in the data active means inhibition above about 12%
# Rv3671c protease = Rv3671c serine protease inhibitors, primary screen, biochemical, fluorescence polarization, M. tuberculosis H37Rv. actives 0.048% (n = 320,000). P9WHR9. inhibition, % at 5.96 µM. AID 2606, 2010; in the data active means inhibition above about 38%;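 further: extracellular domain of Rv3671c used as enzyme; 0% = enzyme with DMSO and 100% = no enzyme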
# Target sequence (P9WHR9 whole entry, looked up, the tested form may be a part): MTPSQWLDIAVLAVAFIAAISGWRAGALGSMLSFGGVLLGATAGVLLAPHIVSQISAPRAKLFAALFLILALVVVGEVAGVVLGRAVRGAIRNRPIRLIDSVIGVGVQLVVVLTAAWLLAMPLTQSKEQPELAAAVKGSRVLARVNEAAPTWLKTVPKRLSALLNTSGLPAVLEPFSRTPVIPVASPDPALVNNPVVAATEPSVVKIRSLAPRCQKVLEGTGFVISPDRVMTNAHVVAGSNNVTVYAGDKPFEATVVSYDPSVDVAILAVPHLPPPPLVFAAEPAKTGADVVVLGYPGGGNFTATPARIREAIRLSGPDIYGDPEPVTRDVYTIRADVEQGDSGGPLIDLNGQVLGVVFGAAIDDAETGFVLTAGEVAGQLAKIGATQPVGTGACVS
# CCHF vOTU inh = CCHFV vOTU protease inhibitors, primary screen, biochemical, Pep-AMC substrate, fluorescence; inhibition, % at 11.5 µM; Crimean-Congo hemorrhagic fever virus L polyprotein viral ovarian tumor (vOTU) protease …; actives 0.55% (n = 370,000); in the data active means inhibition above about 30%; further: 0% = vehicle wells with enzyme and 100% = no enzyme wells
# Yp Topo-I inh = Yersinia pestis topoisomerase I inhibitors, primary screen, biochemical, cleavage product accumulation, plate reader, single point. actives 0.064% (n = 360,000). activity, % at 10 µM. AID 504884, 2011. Y. pestis Topo-I cleavage product accumulation. DNA topoisomerase I (Yersinia pestis CO92); in the data active means activity above about 50%, passing the limit was not always enough; further: inactives centre near 2
# TcdB inh = TcdB glycohydrolase inhibitors, primary screen, biochemical, single point, plate reader | TcdB glycohydrolase enzymatic assay | inhibition, % at 9.99 µM | actives 0.24% (n = 350,000); in the data active means inhibition above about 10%
# PrPC surface inh = inhibitors of human cell surface prion protein PrPC, primary screen, cell-based, TR-FRET; TR-FRET read-out; Major prion protein (Homo sapiens), P04156; inhibition, % at 13.8 µM; actives 0.43% (n = 370,000); AID 720596, 2013; in the data active means inhibition above about 24%; further: 0% = median of the test wells and 100% = reference compound wells
# Active calls of the source: *; i = inactive; / = no result given; & = joins results of further samples. Only part of the results is shown; count on the stated rates, not on these rows.
SMILES,DUSP3 inh,Vc quorum ag,PriA SSB inh,MazF activator,3CLpro inhibitor,Rv3671c protease,CCHF vOTU inh,Yp Topo-I inh,TcdB inh,PrPC surface inh
CC(C)(C)C(=O)N1CCC[C@H]1C(O)(c1ccccc1)c1ccccc1,5,-0.3,-11,10,-2,-6,4,22,2.8,3
COc1ccc(C(=O)NCCS(=O)(=O)N2CCN(Cc3ccccc3)CC2)cc1,/,-1.2,-11,-1,/,-4,13,1,2.1,1
COc1ccc(-n2c(-c3ccccc3F)nc3ccccc3c2=O)cc1,/,-5.3,/,3,/,/,5,4,1.1,-5
CC1(C)c2cc(O)ccc2OC1N1CCOCC1 (stereo unspecified),2,-0.1,-6,3,-2,-6,-12,-9,-13,3
Cc1ccc(S(=O)(=O)N(C)C)cc1NC(=O)c1ccc(OC(F)(F)F)cc1,-2,-0.2,6,1,0,12,25,-4,-5.0,5
Cc1[nH]c2ccccc2c1/C=N/NC(=O)CNC(=O)c1cccs1,-9,-0.7,/,3,1,3,-8,-10,0.4,-4
Cn1c(N)c(C(=O)CSc2nnc(C3CC3)n2-c2ccccc2)c(=O)n(C)c1=O,/,-0.3,-3,-2,/,-7,-1,4,-3.3,5
CCOc1ccccc1NC(=O)CN(Cc1ccccc1)S(C)(=O)=O,-2,-0.1,-15,0,-1,11,23,13,1.8,-1
CCC(=NCC1CCCO1)c1c(O)n(-c2ccccc2)c(=O)[nH]c1=O (stereo unspecified),8,i,-17,-3,2,-5,-12,5,/,-4
Cc1ccc(NC(=O)CNC(=O)c2cccs2)c(O)c1,/,-0.7,-10,5,/,-6,1,0,2.7,-2
CCCC(=O)NC(=S)Nc1ccc(N2CCOCC2)c(Cl)c1,-8,-0.2,-8,3,-3,8,1,7,1.6,-1
CC1CC(C)CN(S(=O)(=O)c2ccc3c(c2)CCN3C(=O)C2CC2)C1 (stereo unspecified),12,i,2,1,-5,-9,6,2,1.4,-10
COc1cc(/C=C(\C#N)C(=O)NC(C)C)cc(Cl)c1O,20,i,-5,1,-3,0,20,-3,3.2,-4
COc1cc2cc(C(c3nnnn3C(C)(C)C)N3CCc4ccccc43)c(=O)[nH]c2cc1OC (stereo unspecified),3,i,7,0,-5,6,3,7,0.1,-10
C=CCOC(=O)C1=C(C)NC(SCC(=O)OCC)=C(C#N)C1c1ccc(C)cc1 (stereo unspecified),23,i,-30,-2,-3,-9,15,0,/,6
CC(C)(C)C1CCc2c(sc(NC(=O)CSc3nnc(-c4ccccc4)o3)c2C#N)C1 (stereo unspecified),1,-0.4,-4,-8,-4,-7,-11,10,/,4
COc1ccc(SCC2CN(C)CCC2c2ccc(F)cc2)cc1 (stereo unspecified),/,-0.5,3,-1,/,4,7,-3,-0.2,2
O=C(/C=C/c1ccccc1)/C=C/c1ccccc1,-16,i,5,-2,4,-51,11,14,/,-3
CCCc1nnc(NC(=O)CCC(=O)N2CCN(CCOc3ccc(C)cc3)CC2)s1,24,-0.5,-2,10,1,4,-1,20,/,-4
C[C@@H]1CN([C@@H](C)CO)C(=O)CCCn2nncc2CO[C@H]1CN(C)C(=O)Nc1ccccc1C(F)(F)F,/,-0.4,/,2,/,/,30*,-6,0.0&-1.7,5
CCC1C(c2ccccc2)NC(c2ccccc2)CC1(O)c1ccc(F)cc1 (stereo unspecified),29,-0.6,1,7,1,-5,-3,-19,2.4,7
O=C(c1ccco1)N1CCN(C(=O)c2cn(-c3ccccc3)nc2-c2ccccc2)CC1,/,i,2,2,/,5,8,28,-0.1,-2
CC(Sc1nc(NCc2ccccc2)nc(N2CCOCC2)n1)C(=O)Nc1ccccc1 (stereo unspecified),-5,i,3,-11,5,3,5,-10,/,0
COc1ccc(C(C)(C)C)cc1NC(=O)COC(=O)c1nc2nccc(C)n2n1,/,3.1,4,0,/,-10,-2,-4,1.0,4
CC(=O)c1ccc(S(=O)(=O)N2CCC(NC(=O)Nc3cccc(F)c3)CC2)cc1,18,i,6,6,0,-7,-6,1,1.6,-5
CC(=O)N1CCC(C(=O)Nc2cc(C)cc(C)c2)CC1,-9,-0.6,-8,1,-2,4,-9,-13,1.7,0
O=C(Nc1ccccc1Cl)ON=C1c2ccccc2-c2ccccc21,30,i,-8,8,6,-6,/,5,/,/
COc1ccc2cc3cc(C(=O)NCc4ccc5c(c4)OCO5)oc3nc2c1,21,i,-10,-3,3,-11,-34,23,/,-13
O=C1NCCN1CCNS(=O)(=O)c1ccccc1[N+](=O)[O-],5,-0.3,-10,14,-6,0,2,-8,0.2,4
C=C(C)c1cccc(C(C)(C)NC(=O)NCc2ccncc2)c1,44,-0.2,-8,-5,-3,1,-11,13,0.0,3
CCCCOc1ccc(/C=N/NC(=O)c2nnn(-c3nonc3N)c2CN2CCCCCC2)cc1,/,-0.3,/,-3,/,-2,-4,-2,1.1,-4
CC1(C)C(C=C(Cl)Cl)C1C(=O)N1CCN(c2ccccc2)CC1 (stereo unspecified),-18,2.5,-18,-7,-1,0,14,6,/,9
N#CC1=C(N)Oc2n[nH]c(-c3ccc(F)cc3)c2C1c1ccncc1 (stereo unspecified),5,i,-10,-2,2,-3,6,-4,/,0
CCOc1cc(/C=N/NC(=O)c2ccncc2)cc(Br)c1O,/,0.3,/,-3,/,/,2,1,1.3,-6
CCn1c2ccccc2c2cc(NC(=O)CSc3nnc(-c4ccc(OC)c(OC)c4)n3N)ccc21,23,/,23,1,-1,-2,1,1,/,-6
C#CCOCCOCCOCCNc1nc(N2CCN(C(=O)[C@H]([C@@H](C)O)n3cc(CCCCN)nn3)CC2)nc(N2CCN(C(=O)[C@H]([C@@H](C)CC)n3cc(CCCN=C(N)N)nn3)CC2)n1,5,-0.2,4,21,-2,0,8,2,0.6,2
CC1(C)C(=O)OC(c2cccs2)C(C)(C)C1=O (stereo unspecified),5,i,-8,-1,1,-4,-3,5,/,7
CCn1c(=N)c(C(=O)NC)cc2c(=O)n3cccc(C)c3nc21,36,i,-14,6,/,/,-248,2,/,-34
C=CCSc1nc2sc3c(c2c(=O)[nH]1)CC(C)(CC)OC3 (stereo unspecified),24,-0.5,4,0,-1,-9,-16,-8,0.9,6
CCC(C(=O)Nc1ccsc1C(=O)OC)c1ccccc1 (stereo unspecified),-13,-3.6,-35,-2,2,5,17,1,-4.5,10
COc1ccccc1N1CCN(CC(=O)c2c(C)[nH]c3ccccc23)CC1,0,i,7,3,-3,2,16,1,0.2,-1
O=S(=O)(NCCN1CCOCC1)c1ccc(Cl)c(Cl)c1,2,1.4,10,-7,0,8,-15,-5,1.1,1
C[C@@H]1CNC(=O)c2c(C(=O)N[C@H](C)c3ccccc3)ncn21,/,-0.4,/,2,/,/,0,-2,1.1,1
COc1cc(CN2CCN(Cc3c[nH]c4ccccc34)CC2CCO)cc(OC)c1 (stereo unspecified),16,-0.6,-7,10,0,/,6,2,0.2,-2
CC1CCN(S(=O)(=O)c2ccc3c(c2)N(C)C(=O)CC(=O)N3C)CC1,29,-0.6,-13,3,0,2,9,1,0.5,-2
CC1CCCCN1C(=O)Cn1c(=O)oc2cc(S(=O)(=O)N3CCCCC3)ccc21 (stereo unspecified),-2,-0.9,-4,-13,2,1,-3,-2,-0.1,13
Cc1cc(OC(C)C(=O)N2CCN(c3ccc(F)cc3)CC2)c2c(C)cc(=O)oc2c1 (stereo unspecified),8,i,-5,18,0,6,-2,8,3.7,5
CCCCC(=O)N(C)c1c(CC)nc2c(OCCOc3ccc(F)cc3)cccn12,/,-0.8,/,/,/,/,4,20,0.1,9
COCCNC(=O)c1ccc(N2CC3CC(C2)c2cccc(=O)n2C3)c(NC(=O)c2ccc(Br)o2)c1 (stereo unspecified),9,-0.6,5,7,-2,-13,-10,2,0.1,-1
C[C@H](NC(=O)c1nc[nH]c1C(=O)NCC(=O)OCc1ccccc1)C(=O)OCc1ccccc1,24,1.6,10,1,5,-9,11,20,-0.1,5
CCOC(=O)N/N=C/c1c(F)c(F)c(F)c(F)c1F,5,1.3,/,6,3,-4,2,-5,-0.9,-7
S=c1[nH]c(-c2ccccc2)cn1/N=C/c1cccc2ccccc12,12,-0.3,/,19,-2,20,-7,-23,1.3,3
Nc1ncnc2c1ncn2[C@@H]1O[C@H](CNS(=O)(=O)c2ccc(-c3ccno3)s2)[C@@H](O)[C@H]1O,/,-1.9,-3,6,/,/,2,-7,-0.2,3
O=C(c1ccccc1)N1CCN(CC#CC2(O)CCCCC2)CC1,8,7.1,-1,9,8,5,-7,-2,/,7
O=C(c1cccs1)N1CCN(c2cc(Cl)ccc2Cl)CC1,15,-0.3,-23,-14,-4,4,6,28,1.9,9
CCN(CC)CCNc1cc(C)nc2c1C(=O)C(=O)C=C2N1CCCCC1,17,i,0,-5,-1,-18,9,-7,1.2,-19
Cc1ccc(C(=O)N2CCN(C(=O)c3ccccc3)C2c2ccc(N(C)C)cc2)cc1 (stereo unspecified),2,i,24,-4,4,0,-4,5,/,-1
CC(CCc1ccccc1)NC(=O)CCNS(=O)(=O)c1ccccc1C(F)(F)F (stereo unspecified),/,i,-5,2,/,-5,13,5,0.7,-1
O=C(Cc1cccc(Cl)c1)Nc1ccc(Br)cc1,8,-0.4,-13,7,-4,-2,5,-2,-3.2,11
CCOC(=O)CN1CC23C=CC(O2)C(C(=O)NCc2cccs2)C3C1=O (stereo unspecified),33,-14,-2,4,0,-9,-3,6,/,1

# Single records, as listed above. Values in the order: DUSP3 inh, Vc quorum ag, PriA SSB inh, MazF activator, 3CLpro inhibitor, Rv3671c protease, CCHF vOTU inh, Yp Topo-I inh, TcdB inh, PrPC surface inh
# CC1CCCCN1C(=O)Cn1c(=O)oc2cc(S(=O)(=O)N3CCCCC3)ccc21 (stereo unspecified) as listed: -2, -0.9, -4, -13, 2, 1, -3, -2, -0.1, 13
# C[C@H](NC(=O)c1nc[nH]c1C(=O)NCC(=O)OCc1ccccc1)C(=O)OCc1ccccc1 as listed: 24, 1.6, 10, 1, 5, -9, 11, 20, -0.1, 5
# CC(CCc1ccccc1)NC(=O)CCNS(=O)(=O)c1ccccc1C(F)(F)F (stereo unspecified) as listed: /, i, -5, 2, /, -5, 13, 5, 0.7, -1
# Cc1ccc(C(=O)N2CCN(C(=O)c3ccccc3)C2c2ccc(N(C)C)cc2)cc1 (stereo unspecified) as listed: 2, i, 24, -4, 4, 0, -4, 5, /, -1

# (continued)
SMILES,DUSP3 inh,Vc quorum ag,PriA SSB inh,MazF activator,3CLpro inhibitor,Rv3671c protease,CCHF vOTU inh,Yp Topo-I inh,TcdB inh,PrPC surface inh
Cc1cc(-c2ccccc2)cc(-c2ccccc2)[n+]1CCc1ccccc1,/,-9.1,-7,11,/,-4,3,6,-0.3,9
Cc1cccc(NC(=O)c2ccccc2NC(=O)Cc2ccccc2)c1C,-10,i,-1,6,3,6,-11,13,0.7,-3
CCOC(=O)Cn1c(C(F)(F)F)nc2nc(Cl)c(Cl)nc21,/,1.9,-2,-3,/,/,-77,1,12*,-8
CC(=O)CCC1C2C(O)C(C(C)C)C(OC(=O)/C=C/c3ccccc3)CC12C (stereo unspecified),6,-0.4,-3,-4,/,-8,0,27,0.5,5
